DAGLB inhibitor – DAGLB lipase inhibitors, primary screen, biochemical, fluorescence, HTS | actives 0.059% (n = 340,000) | Diacylglycerol lipase-beta (Homo sapiens), Q8NCG7 | HEK293T DAGLB membrane lysate, EnzChek fluorogenic substrate | inhibition, % at 5.17 µM; in the data active means inhibition above about 34%;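 further: 0% = enzyme with vehicle and 100% = wells lacking enzyme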
NSD2 inh – NSD2 histone methyltransferase inhibitors, primary screen, biochemical, AlphaScreen, single concentration, set 2; NSD2 peptide methylation, 120 min; actives 0.54% (n = 310,000); inhibition, % at 12.5 µM; Histone-lysine N-methyltransferase NSD2 (Homo sapiens), O96028; in the data active means inhibition above about 50%
C-LANA FP – inhibitors of KSHV C-LANA binding to DNA, primary screen, biochemical, fluorescence polarization, FAM-LBS DNA, MBP-C-LANA, single point | inhibition, % at 9 µM | actives 0.078% (n = 340,000);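 active means highest replicate inhibition at or above 60% at 9 µM, even if other replicates fall short; inactive means all replicates below 60% inhibition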;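 further: 0% = neutral control wells and 100% = 4 µM acridine orange control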
Keap1 Nrf2 FP – Keap1-Nrf2 protein-protein interaction inhibitors, primary screen, biochemical, fluorescence polarization, single point; Kelch-like ECH-associated protein 1 (Homo sapiens), Q14145; Keap1 Kelch-Nrf2 peptide fluorescence polarization, 1536-well; inhibition, % at 9.4 µM; actives 0.15% (n = 340,000); AID 504523, 2011; in the data active means inhibition above about 12%;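 further: human Keap1 Kelch domain with fluorescein labeled Nrf2 9mer peptide probe; 0% = neutral control wells and 100% = peptide positive control; higher means more block of Keap1 binding to Nrf2 peptide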
Target sequence (Q14145 whole entry, looked up, the tested form may be a part): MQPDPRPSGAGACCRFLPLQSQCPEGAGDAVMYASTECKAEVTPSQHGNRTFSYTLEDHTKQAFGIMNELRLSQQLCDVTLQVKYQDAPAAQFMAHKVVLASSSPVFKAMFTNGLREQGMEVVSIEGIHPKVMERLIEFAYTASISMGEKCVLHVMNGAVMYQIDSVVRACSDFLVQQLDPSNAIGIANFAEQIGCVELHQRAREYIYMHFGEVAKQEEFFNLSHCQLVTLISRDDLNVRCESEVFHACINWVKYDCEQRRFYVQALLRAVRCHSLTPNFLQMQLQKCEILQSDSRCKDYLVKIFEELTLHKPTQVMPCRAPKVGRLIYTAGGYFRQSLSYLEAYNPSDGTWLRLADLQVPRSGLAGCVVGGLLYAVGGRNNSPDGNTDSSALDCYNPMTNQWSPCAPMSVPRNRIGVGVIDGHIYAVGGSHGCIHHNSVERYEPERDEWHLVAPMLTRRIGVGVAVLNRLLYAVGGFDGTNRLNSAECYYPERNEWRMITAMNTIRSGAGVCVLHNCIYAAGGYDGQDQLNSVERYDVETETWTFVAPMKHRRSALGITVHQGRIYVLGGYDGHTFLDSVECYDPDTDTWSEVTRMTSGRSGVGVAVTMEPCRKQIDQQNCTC
Pemphigus Ab inh – inhibitors of pemphigus antibody binding to DSG3, primary screen, biochemical, bead-based, flow cytometry, scFv-GFP; DSG3-coupled beads, scFv-anti-DSG3-GFP binding; hits give low values; binding (percent of control), % at 10 µM; actives 0.48% (n = 310,000); AID 588358, 2011;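 active means binding more than 3 SD below its plate's average and above zero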;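 further: hits lower antibody fragment binding to DSG3; some compounds called inactive have numbers as strong as hits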
CAL PDZ FP-1 – untagged CAL PDZ binding inhibitors, primary screen, biochemical, fluorescence polarization, HTS. AID 602252, 2012. purified CAL PDZ, TMR-peptide fluorescence polarization, 1 h. inhibition, % at 24.9 µM. actives 0.92% (n = 300,000). Golgi-associated PDZ and coiled-coil motif-containing protein (Homo sapiens), Q9HD26;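 active means mean inhibition of at least 30% with at least half of replicates also reaching 30%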;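 further: 0% = DMSO neutral control and 100% = excess unlabeled competitor peptide PRC23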
RTF Ca sens inh – cardiac RTF calcium sensitivity inhibitors, primary screen, biochemical, IANBD-TnC fluorescence, EC70 calcium; IANBD-labeled cardiac RTF, Ca2+ fluorescence; actives 0.12% (n = 340,000); inhibition, % at 7.15 µM; Troponin I, cardiac muscle (Homo sapiens) + Troponin T, cardiac muscle (Homo sapiens) + …;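 active means inhibition above the mean inhibition of all tested compounds plus 3 SD, cut at about 17% in these data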;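 further: assay run at fixed EC70 calcium of 1.6 mM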
Arrestin-AP2 inh – inhibitors of beta-arrestin/AP2 binding, primary screen, biochemical, GPCR trafficking, flow cytometry. beta-arrestin 1 C-terminal peptide binding to AP2 beta2-adaptin appendage (human). FITC-arrestin peptide / GST-AP2 beads; AP2 beta2 appendage carries R879A mutation. inhibition, % at 10 µM. actives 0.31% (n = 340,000). AID 504490, 2011;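 active means inhibition above a set limit, near 3 SD of compounds lacking own fluorescence, cut at about 54% in these data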;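 further: plate controls were DMSO wells for no effect and 5 µM unlabelled arrestin peptide for full effect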
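test system = AP2 appendage R879A on GSH beads | buffer or medium = PBS plus Tween 20 (0.05%) and BSA (0.1%) | incubation = 12 min plus 1 h, RT | detection = bead flow cytometry, FITC channel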
V-ATPase pHluor – regulators of yeast V-ATPase proton pumping, primary screen, pHLuorin cytosolic pH fluorescence; S. cerevisiae; response, % at 10 µM; actives 0.37% (n = 350,000); AID 504577, 2011; in the data active means response mostly above about 7.3%, no sharp cut-off; inactive means mostly below about 5.4%; further: actives read high; inactives centre near 0; some compounds called inactive have numbers as strong as hits
CAL PDZ FP-2 – CAL PDZ peptide-binding inhibitors, primary screen, biochemical, fluorescence polarization, Cer-tagged CAL PDZ, HTS; Golgi-associated PDZ and coiled-coil motif-containing protein (Homo sapiens), Q9HD26; purified CAL PDZ, TMR-peptide fluorescence polarization, 1 h; inhibition, % at 20 µM; actives 0.02% (n = 330,000); AID 504414, 2011;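 active means highest replicate inhibition of at least 40%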;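 further: plate controls were DMSO neutral control wells for no effect and unlabeled competitor peptide control wells for full effect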
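Read-out basis: mP drop reported as inhibition | Assay system: Tagged CAL PDZ protein CerCALP, purified | Benchmarks: Unlabelled peptide for full inhibition, DMSO wells as neutral | Schedule: 1 h incubation at room temperature before polarization reading | Buffer or medium: Sodium phosphate/NaCl buffer pH 7.4 with TCEP, IgG, Thesit | Doses: Single point, 20 µM | Measured by: Fluorescence polarization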
* marks the source's active call; other numbers are inactive results; nt = no result given.

DAGLB inhibitor	NSD2 inh	C-LANA FP	Keap1 Nrf2 FP	Pemphigus Ab inh	CAL PDZ FP-1	RTF Ca sens inh	Arrestin-AP2 inh	V-ATPase pHluor	CAL PDZ FP-2	structure
1.1	0.3	1.4	1.0	107.1	3.1	-2.3	18.2	-0.2	-1.1	Cc1cccc(NC(=O)/C=C/c2ccc3c(c2)OCO3)n1
0.4	2.2	-1.2	1.4	98.6	1.2	1.7	0.1	-4.2	-2.0	O=C(CCN1CCCCO1)N1CCCC(N2CCN(c3ccc(F)cc3)CC2)C1 (centres undefined)
-1.2	0.3	1.9	2.7	84.9	-3.7	1.6	-4.9	2.7	-1.3	CCN(CC)C(=O)COc1ccc2oc(-c3ccco3)cc(=O)c2c1
1.5	-0.2	5.7	-5.1	103.3	2.5	2.9	5.5	-2.6	-1.6	Cc1nonc1NC(=O)CSc1nc2ccccc2cc1C#N
-0.9	nt	43.8	-1.4	87.4	-3.4	-4.8	9.3	-1.9	-1.3	C=C(C)C(=O)Nc1cccc(C2=NOC3(C2)C[C@H](C(N)=O)N(C(=O)CC)C3)c1 (some centres undefined)
-1.7	-0.8	0.4	-0.1	98.8	nt	-16.7	-5.1	1.7	-0.9	CC(C)N(C)CCOC(=O)c1ccccc1Br
1.4	1.4	-0.2	-1.8	99.8	nt	-8.3	8.2	-1.1	-1.0	O=C1NC(=O)C2(COC(c3cccc([N+](=O)[O-])c3)OC2)S1 (centres undefined)
-0.5	-1.8	0.7	-0.3	nt	-4.8	-5.5	-6.3	0.4	nt	COc1ccccc1NC(=O)C1CC(=O)OC1c1ccccc1 (centres undefined)
-1.2	8.6	1.4	-0.1	81.4	0.7	-0.2	2.6	-0.9	-2.7	CCCCn1c(N)c(NCc2ccccc2OC)c(=O)[nH]c1=O
-6.5	-3.7	0.8	-1.4	115.8	nt	-6.5	23.6	1.7	-0.1	CC1CC(C)CN(S(=O)(=O)c2ccc(Cl)cc2)C1 (centres undefined)
1.5	-5.5	-2.5	-3.2	104.0	-3.9	-9.0	8.2	4.3	-2.1	COc1cccc(-c2c(NC(=O)c3ccco3)oc3ccc(Cl)cc3c2=O)c1
-1.6	0.4	0.1	-2.4	106.3	-5.0	-4.8	6.5	-1.3	-0.4	O=C(c1ccc2c(c1)OCO2)N(c1ccc(Cl)cc1)C1C=CS(=O)(=O)C1 (centres undefined)
3.3	5.7	1.1	-3.4	97.6	-1.1	-17.1	-0.8	-5.9	-1.4	Nc1nonc1-n1nnc(C(=O)N/N=C/c2ccccc2)c1CN1CCc2ccccc21
-1.0	1.4	-0.7	-0.5	98.4	-1.0	-3.1	15.2	6.1	-1.0	c1cn2cc(-c3ccc4c(c3)OCO4)nc2s1
nt	-6.7	nt	nt	107.5	nt	nt	7.0	4.7	nt	NS(=O)(=O)c1ccc(NC(=O)c2ccc(S(=O)(=O)N3CCOCC3)o2)cc1
-2.1	nt	-0.7	-0.2	99.5	3.6	4.0	25.2	-0.7	-0.7	CCOC(=O)C1=C(C)NC(=O)NC1c1cccs1 (centres undefined)
1.3	-1.2	-0.4	-2.5	114.8	3.5	-1.1	-13.2	0.5	-0.6	Cc1cc(C)cc(C(=O)N2CCCCC2)c1
-8.0	-0.6	-0.8	-2.7	101.5	nt	-16.7	-4.7	5.8	-0.7	Clc1ccc(-c2nnc(NCc3ccccc3)c3ccccc23)cc1
0.0	1.1	-1.6	0.8	112.6	0.5	-2.4	14.3	-1.2	-0.6	CC1(C)Cc2c(sc3c2C(=O)N(c2ccccc2)C2=NCCN23)CS1
-0.8	2.3	-0.9	-3.1	nt	-2.7	0.6	-8.0	8.5	-2.0	COc1ccccc1CNC(=O)CCNS(=O)(=O)c1ccc2c(c1)oc(=O)n2C

Four compounds already listed, sorted by their value in NSD2 inh, high to low.
DAGLB inhibitor	NSD2 inh	C-LANA FP	Keap1 Nrf2 FP	Pemphigus Ab inh	CAL PDZ FP-1	RTF Ca sens inh	Arrestin-AP2 inh	V-ATPase pHluor	CAL PDZ FP-2	structure
-0.8	2.3	-0.9	-3.1	nt	-2.7	0.6	-8.0	8.5	-2.0	COc1ccccc1CNC(=O)CCNS(=O)(=O)c1ccc2c(c1)oc(=O)n2C
-1.0	1.4	-0.7	-0.5	98.4	-1.0	-3.1	15.2	6.1	-1.0	c1cn2cc(-c3ccc4c(c3)OCO4)nc2s1
1.1	0.3	1.4	1.0	107.1	3.1	-2.3	18.2	-0.2	-1.1	Cc1cccc(NC(=O)/C=C/c2ccc3c(c2)OCO3)n1
-8.0	-0.6	-0.8	-2.7	101.5	nt	-16.7	-4.7	5.8	-0.7	Clc1ccc(-c2nnc(NCc3ccccc3)c3ccccc23)cc1

Continued.
DAGLB inhibitor	NSD2 inh	C-LANA FP	Keap1 Nrf2 FP	Pemphigus Ab inh	CAL PDZ FP-1	RTF Ca sens inh	Arrestin-AP2 inh	V-ATPase pHluor	CAL PDZ FP-2	structure
3.2	6.9	1.1	0.1	113.2	-1.6	-16.8	6.3	5.1	0.6	O=C(c1ccc(-c2ccc([N+](=O)[O-])cc2)o1)N1CCCC(C(F)(F)F)C1 (centres undefined)
3.6	1.0	2.6	0.3	116.0	-1.9	4.2	4.8	-3.5	-0.6	CCCCCN(C(=O)CCC(=O)OCC(=O)N(C)Cc1ccc(C)cc1)c1c(N)n(CCCC)c(=O)[nH]c1=O
-5.5	nt	-1.6	-7.9	108.5	-6.8	-4.8	-6.4	1.0	-0.7	CCOc1ccc(-c2nnc(SCC(=O)N3CCN(c4ccccc4)CC3)o2)cc1
-0.1	-1.5	-0.4	-6.3	103.8	-0.1	9.6	-4.3	6.0	nt	CCN(CC)C(=O)Cn1cnc2ccccc2c1=O
-0.4	-0.6	-1.0	-5.3	114.1	nt	-10.4	6.9	4.9	0.4	O=S(=O)(NCc1ccc2c(c1)OCO2)c1ccc(F)c(F)c1
0.8	0.9	-0.3	3.7	98.4	1.0	-3.9	24.4	12.6	nt	CS(=O)(=O)N(CC(=O)NCc1ccncc1)c1cc(Cl)ccc1Cl
0.4	-0.1	1.1	-0.7	nt	-0.9	5.9	6.6	0.4	-2.8	CCC(=O)Nc1ccc(C(=O)NNC(=O)COc2cc(C)ccc2C)cc1
-5.3	-0.4	0.0	2.0	113.2	nt	-17.2	8.8	6.7	-1.4	Cc1ccc(C(=O)NC(=S)NNC(=O)c2ccc([N+](=O)[O-])cc2)cc1
0.2	-1.2	-3.4	-0.1	95.4	-11.0	-10.6	-3.0	-1.9	-4.9	COc1ccc(C(=O)Nc2cccc(NC(=O)c3cccs3)c2)cc1OC
-2.9	-11.9	1.3	-4.1	104.9	-4.3	-8.8	-8.3	9.2*	-0.3	O=C(O)CCN1C(=O)C2C3CC(C2C1=O)C1C(c2ccccc2)c2sc(=O)n(-c4ccccc4)c2SC31 (centres undefined)
-2.7	5.4	0.8	-1.7	109.0	0.7	1.7	5.5	3.4	-1.1	COc1cc(C2NC(=O)NC(O)(C(F)(F)F)C2C(=O)c2cccs2)ccc1O (centres undefined)
-1.1	-1.2	0.9	0.7	103.9	-7.6	4.0	8.8	-2.5	1.3	COc1ccc(N(C(=O)Cn2nnc3ccccc32)C(C(=O)NCc2ccco2)c2cccnc2)cc1 (centres undefined)
-4.1	16.9	0.1	-1.6	90.8	-5.4	-10.1	23.0	0.7	-1.7	CCOC(=O)c1c(C)[nH]c(C)c1S(=O)(=O)N1CCN(c2cccc(C)c2)C(C)C1 (centres undefined)
-1.3	0.2	1.7	-2.1	103.8	-2.0	-5.6	15.7	-2.5	-1.8	O=C(c1ccc2c(=O)n(-c3ccccc3)c(=O)[nH]c2c1)N1CCCCC1
-0.3	-3.3	-2.0	1.6	117.7	-2.2	-6.6	-25.7	0.4	-1.7	CCOc1ccc2nc(NC(=O)C3CCCO3)sc2c1 (centres undefined)
-9.2	5.1	-1.5	-3.3	105.7	nt	7.7	3.6	-1.0	0.8	CCOc1cc(NS(=O)(=O)c2ccc(Cl)cc2)c(OCC)cc1NC(=O)CC(C)C
-7.2	-3.9	-0.7	-0.7	98.3	10.5	5.0	28.0	2.5	-0.2	COC(=O)Cn1nc(-c2ccccc2)c2cc(Cl)ccc21
0.7	1.7	-0.5	-2.6	115.4	-5.5	-27.6	-5.3	0.8	-1.8	COc1ccc(C(=O)NC(C)c2ccc(-n3ccnc3)cc2)cc1[N+](=O)[O-] (centres undefined)
-6.8	3.2	2.4	1.7	87.4	-1.4	-1.9	-14.9	-4.8	-1.5	CCOC(=O)c1ccc2c(c1)N(CC)C(=O)c1ccccc1S2
3.7	nt	1.4	-1.7	61.3*	-2.9	-2.8	15.7	1.5	0.6	Cc1cc2ccccc2n1CCNC(=O)c1cccs1
-7.3	0.3	2.9	4.5	100.0	-4.5	-11.6	1.4	1.3	-0.9	CCOC(=O)c1nnc(-c2ccccc2)nc1NCc1ccc(Cl)cc1
1.1	-8.5	-1.4	0.1	96.6	-4.5	-15.2	-25.4	2.9	-2.5	Cc1csc(NC(=O)c2cc[n+]([O-])cc2)n1
2.0	2.3	-0.1	4.1	112.6	0.6	-5.9	-1.4	1.1	-1.0	COc1ccc2oc(C(=O)NCC(Cc3ccccc3)N(C)C)c(C)c2c1 (centres undefined)
1.1	2.7	-1.1	-6.6	98.9	1.1	-3.2	-7.1	-1.6	-1.9	COc1ccc(C(=O)NNS(=O)(=O)c2ccccc2)cc1
0.3	0.3	0.4	-0.1	nt	-5.1	0.7	2.4	-0.4	0.6	C=CCn1c(CCC(O)COCCCCC)n[nH]c1=S (centres undefined)
-0.1	1.0	0.1	0.4	84.6	-5.5	9.2	-0.7	2.5	-2.7	BrC(=C\c1ccccc1)/C=N/Nc1nc(N2CCOCC2)nc(N2CCOCC2)n1
-1.9	-1.3	0.7	1.2	97.4	-0.5	1.6	1.6	0.2	-2.0	O=C(COC(=O)CNC(=O)c1ccc(Br)o1)Nc1ccccc1OC(F)F
-0.7	-5.4	1.4	1.6	93.5	0.0	-7.3	-8.7	1.2	0.2	CC(C)c1ccc(/C=C(/C#N)c2nnc(NC(=O)c3ccccc3)s2)cc1
1.5	-1.7	0.4	-2.4	97.3	0.2	2.4	-11.5	-1.6	-0.5	CCCCSc1n[nH]c(N)n1

Screening results as filed in PubChem.

An excerpt, so the mix of outcomes need not match the whole.
